HCV core dimer: blocks dimerization of HCV core protein | TR-FRET GST/Flag-core106 dimerization, 1536-well | inhibition, % at 5 µM | 300,000 tested, 0.33% active | AID 1899;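 active = inhibition above the mean of all tested compounds plus 3 SD, set per screening campaign, cut at about 45% in these data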
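test system = GST/Flag-tagged HCV core106 proteins | probe or stimulus = Eu donor and XL665 acceptor anti-tag antibodies | times = compound-protein-antibody incubation 4 h at 22.5 °C | signal = TR-FRET, excitation 340 nm, emission 617 and 671 nm | measure = percent inhibition of core106 dimerization signal | controls = wells lacking GST-core106 and wells with excess unlabelled core106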
TPT1 inh: C. albicans TPT1 enzyme inhibition. recombinant caTPT1, FP RNA substrate dephosphorylation. inhibition, % at 5 µM. 300,000 tested, 0.81% active. AID 1962;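 active = inhibition above the mean of all tested compounds plus 3 SD, set per screening campaign, cut at about 24% in these data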;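 also: plate controls were DMSO alone for no effect and ferristatin control at 100 nM for full effect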
CTSL1 counter: counter-screen for PFM18AAP inhibitors: inhibitors of F. hepatica cathepsin L1; recombinant F. hepatica cathepsin L1, Z-Leu-Arg-MCA fluorescence; inhibition, % at 5.96 µM; 300,000 tested, 0.49% active; AID 1906;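 active = inhibition above the mean of all tested compounds plus 3 SD, set per screening campaign, cut at about 17% in these data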;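 also: 0% = plate median of test compound wells and 100% = 1 µM Z-Phe-Ala-diazomethylketone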
ZTA counter: blocks Epstein-Barr virus ZTA, an EBNA-1 counter-screen; inhibition, % at 11 µM; P03206; ZTA-DNA binding, fluorescence polarization; 320,000 tested, 0.15% active; AID 2234; in the data active = inhibition above about 33%
Target sequence (P03206 whole entry, looked up): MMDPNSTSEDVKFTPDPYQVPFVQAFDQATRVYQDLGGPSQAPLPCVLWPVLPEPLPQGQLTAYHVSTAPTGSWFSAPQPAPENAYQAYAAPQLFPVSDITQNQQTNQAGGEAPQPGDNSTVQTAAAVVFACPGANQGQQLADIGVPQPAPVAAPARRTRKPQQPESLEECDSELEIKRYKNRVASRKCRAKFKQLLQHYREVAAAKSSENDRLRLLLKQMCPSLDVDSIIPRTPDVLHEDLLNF
PP1 counter: counter-screen for PP5 inhibitors: inhibitors of human PP1-alpha | 320,000 tested, 0.9% active | AID 2235 | purified PP1alpha, OMFP fluorescence | P62136 | inhibition, % at 6.7 µM;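 active = inhibition above the mean inhibition of all tested compounds plus 3 SD, computed separately for each screening campaign, cut at about 15% in these data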
Target sequence (P62136 whole entry, looked up): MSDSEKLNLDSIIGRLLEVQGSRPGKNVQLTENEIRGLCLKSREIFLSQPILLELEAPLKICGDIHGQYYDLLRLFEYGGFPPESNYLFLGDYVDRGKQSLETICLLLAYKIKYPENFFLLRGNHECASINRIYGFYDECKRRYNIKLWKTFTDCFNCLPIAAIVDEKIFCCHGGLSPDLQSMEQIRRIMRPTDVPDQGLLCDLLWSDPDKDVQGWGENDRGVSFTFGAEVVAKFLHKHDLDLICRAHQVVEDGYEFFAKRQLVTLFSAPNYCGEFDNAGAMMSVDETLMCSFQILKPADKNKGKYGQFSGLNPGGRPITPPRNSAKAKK
EBNA-1 inh: blocks EBNA-1 binding to DNA; 300,000 tested, 0.34% active; EBNA-1 DNA binding, fluorescence polarization; inhibition, % at 14.8 µM; AID 1950; in the data active = inhibition above about 28%
PP5 primary: blocks human protein phosphatase 5 activity | P53041 | purified PP5c, OMFP substrate fluorescence | inhibition, % at 6.7 µM | 320,000 tested, 0.18% active | AID 1987;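 active = inhibition above the campaign's mean inhibition across all tested compounds plus 3 SD, cut at about 9.5% in these data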;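 also: 0% = DMSO only and 100% = 100 µM cantharidin control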
Efflux pump mplx: antifungal efflux pump inhibition, Nile Red retention; 330,000 tested, 0.44% active; S. cerevisiae Candida pump triplex; inhibition, % at 10 µM;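 active = plate passing quality check with inhibition over a set limit, or well fluorescence over plate mean plus 4 SD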;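 also: Nile Red retained in pooled yeast measured as flow cytometry median fluorescence; 0% = buffer negative control and 100% = Enniatin B positive control; higher means more Nile Red kept so more efflux inhibition; some compounds called inactive have numbers as strong as hits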
PREPL inhibitor: inhibits the human prolyl oligopeptidase-like enzyme. recombinant PREPL, fluorescence polarization activity-based probe. inhibition, % at 5.96 µM. 320,000 tested, 0.68% active; in the data active = inhibition above about 43%;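 also: 0% = enzyme with DMSO and 100% = wells lacking enzyme; many of its hits are not listed in these tables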
Numbers without * were called inactive; nt = not tested or not shown. This is a subset; count on the stated rates, not on these rows.

SMILES	HCV core dimer	TPT1 inh	CTSL1 counter	ZTA counter	PP1 counter	EBNA-1 inh	PP5 primary	Efflux pump mplx	PREPL inhibitor
O=C(Cn1nnc2ccccc21)c1ccc([N+](=O)[O-])cc1	3	4	-4	1	0	2	2.5	-0.1	15
O=C(NCC(c1ccco1)N1CCOCC1)c1cccc(Cl)c1 (stereo not given)	0	1	8	1	-5	-6	1.7	0.3	12
CCOc1ccc2nc(SC3CC(=O)N(c4ccc(C)cc4)C3=O)sc2c1 (stereo not given)	2	5	-1	-4	-4	6	2.1	0.6	7
CCc1nc2ccccc2n1CC1CC1(Cl)Cl (stereo not given)	-1	0	4	3	1	1	2.5	-0.2	3
FCCCOc1ccc(-c2nccc(-c3ccc(Cl)cc3)n2)cc1	1	2	2	2	-2	-2	1.2	0.1	0
O=C(O)CC/C(=C\c1cccc(NC(=O)c2ccccc2Cl)c1)c1nc2ccccc2s1	12	3	3	6	4	0	3.1	0.2	4
COc1ccc(-c2cc(C(=O)N3CCOCC3)no2)cc1	-17	-4	2	-6	2	-6	2.8	0.1	13
CC1CC(C)CN(C(=O)/C=C/c2ccc(S(=O)(=O)N3CCOCC3)cc2)C1 (stereo not given)	nt	nt	nt	-5	-1	nt	4.1	0.0	12
CC(C)C[C@H](NC(=O)c1nc[nH]c1C(=O)NC1CCNCC1)C(=O)OC(C)(C)C	-1	0	-2	-10	-1	-6	3.4	-0.1	4
Cc1nc2sc(C(c3ccco3)N3CCN(c4cccc(Cl)c4)CC3)c(O)n2n1 (stereo not given)	39	6	1	6	1	4	2.2	0.0	24
O=C(COC(=O)C1(c2ccc(Cl)cc2)CCCC1)NC1CCS(=O)(=O)C1 (stereo not given)	-1	-3	0	-8	-1	8	2.4	0.0	-6
CCOc1ccc(-c2cc(C(=O)OC)[nH]n2)cc1	-4	-2	3	-10	-3	11	1.2	0.1	18
Cc1ccc(-c2c(C)sc3nc(CN4CCN(CC(=O)NC5CC5)CC4)[nH]c(=O)c23)cc1	nt	nt	nt	-3	0	nt	0.6	0.1	-4
Cc1csc(=N)n1CC(=O)N1CCc2ccccc21	8	1	4	9	-1	11	-2.2	-0.1	-9
CCCCNS(=O)(=O)c1ccc2nc(-c3cccnc3)cc(C(=O)NCCCN(CC)CC)c2c1	1	1	-1	-9	-6	-4	0.9	0.0	-19
CCC(c1nnnn1CCc1ccccc1)N(Cc1ccco1)Cc1cc2cccc(C)c2[nH]c1=O (stereo not given)	8	2	2	25	5	-1	3.8	0.0	-22
CCC(=O)N(Cc1cc2ccccc2[nH]c1=O)c1ccccc1OC	9	-2	0	3	-5	2	1.1	-0.2	-6
CCOc1cc(/C=C(/C#N)c2nc3ccccc3[nH]2)ccc1Oc1ccc([N+](=O)[O-])cn1	3	3	0	-9	7	0	1.4	0.0	41
CCc1cc2cc(C)c(C)cc2nc1SCC(=O)Nc1cc(C)on1	4	-4	-2	10	-4	-1	0.8	0.0	-7
Cn1cccc1/C=N/NC(=O)Cn1cnc2ccccc21	5	0	-2	2	-4	-11	0.3	0.2	11
COc1ccc([N+](=O)[O-])cc1NC(=O)/C=C/C(=O)O	-9	-2	0	-12	2	2	2.6	0.1	5
CCc1ccc(-c2cc(C(=O)N/N=C/c3ccco3)[nH]n2)cc1	-3	-3	-1	13	-5	-1	-0.2	0.3	3
CCSc1nc2c(c(=O)[nH]c(=O)n2C)n1C/C=C(/C)Cl	-2	0	0	-3	1	-1	0.3	0.0	-5
COc1cc(C(=O)NCc2ccc(C(=O)NCC(OC)OC)cc2)cc(OC)c1OC	-9	0	2	6	-4	-12	3.2	0.1	2

14 entries from above, with bars between the fields.
Compound | HCV core dimer | TPT1 inh | CTSL1 counter | ZTA counter | PP1 counter | EBNA-1 inh | PP5 primary | Efflux pump mplx | PREPL inhibitor
Cc1nc2sc(C(c3ccco3)N3CCN(c4cccc(Cl)c4)CC3)c(O)n2n1 (stereo not given) | 39 | 6 | 1 | 6 | 1 | 4 | 2.2 | 0.0 | 24
O=C(COC(=O)C1(c2ccc(Cl)cc2)CCCC1)NC1CCS(=O)(=O)C1 (stereo not given) | -1 | -3 | 0 | -8 | -1 | 8 | 2.4 | 0.0 | -6
CCOc1ccc(-c2cc(C(=O)OC)[nH]n2)cc1 | -4 | -2 | 3 | -10 | -3 | 11 | 1.2 | 0.1 | 18
Cc1ccc(-c2c(C)sc3nc(CN4CCN(CC(=O)NC5CC5)CC4)[nH]c(=O)c23)cc1 | nt | nt | nt | -3 | 0 | nt | 0.6 | 0.1 | -4
Cc1csc(=N)n1CC(=O)N1CCc2ccccc21 | 8 | 1 | 4 | 9 | -1 | 11 | -2.2 | -0.1 | -9
CCCCNS(=O)(=O)c1ccc2nc(-c3cccnc3)cc(C(=O)NCCCN(CC)CC)c2c1 | 1 | 1 | -1 | -9 | -6 | -4 | 0.9 | 0.0 | -19
CCC(c1nnnn1CCc1ccccc1)N(Cc1ccco1)Cc1cc2cccc(C)c2[nH]c1=O (stereo not given) | 8 | 2 | 2 | 25 | 5 | -1 | 3.8 | 0.0 | -22
CCC(=O)N(Cc1cc2ccccc2[nH]c1=O)c1ccccc1OC | 9 | -2 | 0 | 3 | -5 | 2 | 1.1 | -0.2 | -6
CCOc1cc(/C=C(/C#N)c2nc3ccccc3[nH]2)ccc1Oc1ccc([N+](=O)[O-])cn1 | 3 | 3 | 0 | -9 | 7 | 0 | 1.4 | 0.0 | 41
CCc1cc2cc(C)c(C)cc2nc1SCC(=O)Nc1cc(C)on1 | 4 | -4 | -2 | 10 | -4 | -1 | 0.8 | 0.0 | -7
Cn1cccc1/C=N/NC(=O)Cn1cnc2ccccc21 | 5 | 0 | -2 | 2 | -4 | -11 | 0.3 | 0.2 | 11
COc1ccc([N+](=O)[O-])cc1NC(=O)/C=C/C(=O)O | -9 | -2 | 0 | -12 | 2 | 2 | 2.6 | 0.1 | 5
CCc1ccc(-c2cc(C(=O)N/N=C/c3ccco3)[nH]n2)cc1 | -3 | -3 | -1 | 13 | -5 | -1 | -0.2 | 0.3 | 3
CCSc1nc2c(c(=O)[nH]c(=O)n2C)n1C/C=C(/C)Cl | -2 | 0 | 0 | -3 | 1 | -1 | 0.3 | 0.0 | -5

Remaining list, next part.
SMILES	HCV core dimer	TPT1 inh	CTSL1 counter	ZTA counter	PP1 counter	EBNA-1 inh	PP5 primary	Efflux pump mplx	PREPL inhibitor
COc1cc(OC)c(C2N(c3ccc(Cl)cc3)C(=O)C3CCCN32)cc1OC (stereo not given)	2	3	3	0	-3	6	-0.5	-0.1	14
COc1cc(/C=C2/NC(=O)N(Cc3ccccc3F)C2=O)ccc1O	-11	-4	0	-10	-5	-5	1.2	-0.2	1
Cc1cccc(CC2CC(=O)N(CCc3ccc4c(c3)OCO4)C2=O)c1 (stereo not given)	4	2	8	-17	4	-10	-4.2	0.0	-49
CC(=O)Nc1ccccc1NC(=O)C/C(C)=N/NC(=O)c1cccnc1	8	-1	2	8	2	-1	-0.8	-0.1	1
Cc1ccc(S(=O)(=O)NCCSCc2ccco2)cc1	0	-4	-2	3	0	8	0.5	-0.1	-5
CCN1CCN(C(c2cccs2)C(C)NC(=O)c2ccccc2)CC1 (stereo not given)	1	0	0	-8	-1	-16	4.3	-0.1	-12
CCOc1ccccc1NC=C1C(=O)OC(C)(C)OC1=O	4	2	2	-9	4	9	0.9	-0.1	2
CC(Sc1ncnc2c1cnn2-c1ccccc1)C(=O)NCC1CCCO1 (stereo not given)	-1	-2	0	8	0	0	-2.0	0.0	7
COc1ccc(C(=O)NN=C(Cc2ccccc2)Cc2ccccc2)cc1OC	8	-3	1	6	-1	8	-2.6	-0.2	3
Cc1cc(=O)n2c3ccccc3n(CC(O)CN3CCCC3)c2c1C#N (stereo not given)	1	5	3	-1	-1	14	1.0	0.0	9
COc1ccc(NC2CCCN(C(=O)c3ccc4nc(C)c(C)nc4c3)C2)cc1OC (stereo not given)	0	-2	6	4	-5	13	-0.7	0.1	1
O=c1[nH]c(CCl)nc2cc(-c3ccc(Cl)cc3)sc12	15	-2	7	-2	10	-7	-6.9	-0.1	-5
COC(=O)c1ccc(N2CCN(c3ccccc3)CC2)c(NC(=O)C2CC2)c1	0	0	-3	9	1	13	0.9	0.0	50*
COc1ccc(CCNC(=S)N2CCN(S(=O)(=O)c3ccccc3F)CC2)cc1	-1	0	-1	3	12	-8	5.6	1.6	6
Cc1ccc(/C=N/NC(=O)c2ccccc2OCc2cccc(Br)c2)o1	12	-1	5	8	4	-16	3.6	0.3	-5
O=C(Nc1ccc(C(F)(F)F)cc1)c1ccc2nc[nH]c2c1	-4	-1	-3	-1	-3	-4	3.0	0.0	4
Cc1cc(=O)oc2c(C)c(OC3CCCCC3=O)ccc12 (stereo not given)	2	0	-2	0	0	3	-0.4	0.0	-7
CCOc1ccc(/C=C/C(=O)N(CC)CC(=O)NCc2cccs2)cc1OC	-11	-4	4	-13	-5	-9	0.0	-0.1	17
CCOC(=O)[C@@H]1[C@H]2COc3ccc(Br)cc3[C@H]2N2C(=O)N(c3ccc(F)cc3)C(=O)[C@]12C	10	-1	-2	12	0	0	2.7	-0.1	-53
COc1ccc(N2CC(C(=O)N/N=C/c3ccc(C)cc3)CC2=O)cc1 (stereo not given)	3	-1	1	-19	0	-1	-0.4	0.0	10
O=C1Cc2ccccc2C(c2ccccc2)N1 (stereo not given)	-1	-2	-2	8	3	3	-0.6	0.1	5
C=CCN1C(=O)C2(OCCCO2)c2c(C)ccc(C)c21	-2	0	0	-7	10	4	1.9	0.1	-3
CCOc1ccc(C(=O)CC(=O)C(=O)NCCc2ccc(OC)c(OC)c2)cc1	3	-1	6	-5	4	5	5.1	0.6	7
Brc1ccc(-c2nc(-c3cccnc3)no2)o1	-1	4	-3	-7	-2	2	3.2	0.0	-1
Cc1ccc2c(c1)c1c(n2C)C(C(N)=O)CCC1 (stereo not given)	-2	-5	0	-24	-2	7	-1.0	0.0	7
Cc1ccc(NC(=O)c2ccc(Cl)cc2Cl)cc1O	-1	-5	-1	-13	0	1	-1.1	0.1	11
Cc1ccccc1S(=O)(=O)Cc1ccc(C(=O)NCCCN2CCC(C)CC2)o1	-2	0	0	-17	1	-3	1.2	0.0	-29
CCCn1cc(SCC(=O)NCC2CCCO2)c2ccccc21 (stereo not given)	4	5	0	4	-1	10	0.0	0.0	4
COCC1CCCN(Cc2cn(Cc3ccccc3)nc2-c2cc3ccccc3o2)C1 (stereo not given)	-3	0	5	17	-2	-3	0.0	0.1	33
CCOC(=O)c1ccc(NC(=S)Nc2cccc(N)n2)cc1	7	2	2	-1	-1	-10	1.2	0.1	10
O=C(Cc1cccs1)N1CCN(c2ccccn2)CC1	-3	1	0	-8	-2	-2	-1.5	0.0	-4
CC(C)c1cccc(C2=CC(=O)C[C@H](c3ccc(F)cc3)C2)c1	nt	nt	nt	-6	0	nt	-0.6	0.0	5
O=[N+]([O-])c1ccc(N2CCOCC2)cc1O	-7	-2	7	-7	-4	0	2.3	-0.1	6
Cc1ccc(CSc2ccc(-c3cccs3)nn2)cc1	1	-1	-1	5	2	-6	-1.4	-0.3	0
O=C(CSc1ccccc1)N1CCCC(N2CCN(c3cccc(Cl)c3)CC2)C1 (stereo not given)	4	-3	-2	-12	2	4	1.4	-2.8	-1
